# Screens from PubChem.
# miR122 inh – miR-122 inhibition in Huh7 cells | Huh7 miR-122 Renilla luciferase sensor, 48 h; neutral wells = 0, positive control = 100 | 340,000 tested, 0.3% active | AID 602342 | activation (reporter increase), % at 12.5 µM;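 active = mean replicate activation score at least 90 and every replicate individually at or above 90; inconclusive = only one of the two criteria met; inactive = neither criterion met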;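 note: higher luciferase means less miR-122 activity so hits act as miR-122 inhibitors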
# SIRT5 block – blocks human SIRT5 desuccinylation of peptide; Q9NXA8; 330,000 tested, 1.1% active; inhibition, % at 15 µM; Purified SirT5, succinyl-peptide AMC, trypsin-coupled fluorescence; in the data active = inhibition above about 15%; inconclusive = no clear call, values can overlap the other calls
# Target sequence (Q9NXA8 whole entry, looked up): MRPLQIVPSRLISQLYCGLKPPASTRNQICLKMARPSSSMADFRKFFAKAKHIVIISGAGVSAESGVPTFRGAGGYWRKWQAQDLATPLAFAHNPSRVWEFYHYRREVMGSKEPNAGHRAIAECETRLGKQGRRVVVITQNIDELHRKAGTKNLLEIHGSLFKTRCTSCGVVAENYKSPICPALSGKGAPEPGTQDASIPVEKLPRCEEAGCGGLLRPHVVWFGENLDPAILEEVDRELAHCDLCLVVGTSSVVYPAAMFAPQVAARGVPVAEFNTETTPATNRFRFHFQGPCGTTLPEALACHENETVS
# C2C12 statin – suppression of simvastatin myotoxicity; 330,000 tested, 0.78% active; AID 602340; C2C12 myotubes + simvastatin, ATP luminescence, 48 h; scaled: DMSO 0, geranylgeraniol control 100; rescue of ATP level, % at 7.49 µM;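 active = mean ATP rescue above about 67%, or every replicate alone reaching that limit, limit read from the data, passing the limit was not always enough; inconclusive = no clear call, values can overlap the other calls; inactive = mean under the limit and some replicate under it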;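 note: myotubes were challenged with 10 µM simvastatin during compound exposure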
# ARNT-TACC3 inh – disrupts binding between human ARNT and TACC3; AlphaScreen His-ARNT PAS-B/GST-TACC3 binding, luminescence; TACC3 fragment carries E629A point mutation; Q9Y6A5; inhibition, % at 9.99 µM; 390,000 tested, 0.66% active;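 active = mean inhibition of replicates at least 50% and at least half of replicates each reaching 50%; inconclusive = half or more replicates reach 50% but mean below 50%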;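 note: 0% = complete ARNT plus TACC3 wells and 100% = ARNT alone without TACC3; many hits fall short of the cut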
# ERp5 inh – inhibitors of human ERp5 | Q15084 | 350,000 tested, 0.05% active | AID 651711 | inhibition, % at 9.99 µM | ERp5 insulin aggregation, absorbance 650 nm, 90 min;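 active = mean replicate inhibition above about 25%, with every replicate also reaching it, limit read from the data, passing the limit was not always enough; inconclusive = only one of those two criteria met; inactive = neither criterion met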
# Target sequence (Q15084 whole entry, looked up): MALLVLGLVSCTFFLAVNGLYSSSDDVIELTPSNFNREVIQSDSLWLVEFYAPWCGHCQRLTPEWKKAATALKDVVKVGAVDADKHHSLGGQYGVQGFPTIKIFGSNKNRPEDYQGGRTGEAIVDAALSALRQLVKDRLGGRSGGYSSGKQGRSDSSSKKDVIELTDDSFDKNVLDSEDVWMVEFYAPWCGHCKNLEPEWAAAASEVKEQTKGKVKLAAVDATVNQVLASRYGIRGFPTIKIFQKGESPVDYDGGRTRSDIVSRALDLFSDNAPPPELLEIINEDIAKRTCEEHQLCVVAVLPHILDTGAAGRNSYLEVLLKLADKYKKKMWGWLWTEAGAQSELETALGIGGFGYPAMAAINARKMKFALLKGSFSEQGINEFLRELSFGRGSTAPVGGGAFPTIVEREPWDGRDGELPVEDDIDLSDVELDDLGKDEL
# Cneo AK release – Cryptococcus neoformans lysis via adenylate kinase release | C. neoformans lysis, adenylate kinase release luminescence, 4 h; normalised: neutral wells 0, clomiphene wells 100 | lysis activity, % at 15 µM | 360,000 tested, 0.2% active | AID 651654;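 active = mean lysis activity across replicates of at least 80%, whatever share of replicates individually reach that level; inactive = mean lysis activity below 80%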
#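 Test system: log-phase Cryptococcus neoformans yeast cells; Quantity: yeast cell density of 5 × 10^6 cells/mL; Buffer or medium: YPD; Doses: single compound concentration per well; Timing: 4 h at 37 °C static, read 1 h later; Measured by: AK luminescence; Read-out basis: lysis from increased AK signal; Control set: Clomiphene as positive control.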
# esBAF inh – inhibitors of esBAF chromatin remodeling in mouse ES cells. 350,000 tested, 2% active. Bmi1-luciferase knock-in reporter, 24 h; 100% = twice the neutral-well signal. AID 602393. reporter increase, % at 12.5 µM; in the data active = activation above about 40%; inconclusive = no clear call, values can overlap the other calls;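 note: 0% = median of the plate's neutral control wells and 100% = double that signal; a rise in the Bmi1 reporter signal indicates esBAF inhibition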
# Starred values were filed as active, the others as inactive; u = inconclusive; x = not tested or not shown; & = joins results of further samples; [ ] = remark or other dose.
structure	C2C12 statin	Cneo AK release	esBAF inh	SIRT5 block	miR122 inh	ARNT-TACC3 inh	ERp5 inh
CN(C)C=Nc1nonc1-c1ccc(Cl)cc1	-1	2	0	-5	10	0	0
O=C(Nc1ccccc1)Nc1ccc2c(c1)[C@@H]1C[C@@H](CC(=O)N3CCOCC3)O[C@H](CO)[C@@H]1O2	-1	-3	2	x	-2[16.7 µM]	7	x
CC(C)N1CCN(Cc2ccc(C#CC(C)(C)O)s2)CC1CCO (stereo unspecified)	3	-3	-3	0	-2	2	1
CCc1ccc(OCc2nnc(SCC(=O)N3CCOCC3)o2)cc1	x	x	x	-2	x	-2	1
COc1ccc(Nc2cc(C)nc3ncnn23)cc1	28	-1	-8	-3	2	-3	-1
COCC#Cc1ccc2c(c1)O[C@H](CN(C)C(=O)CC1CC1)[C@H](C)CN([C@@H](C)CO)S2(=O)=O	-6	2	-8	0	-17[16.7 µM]	-4	-1
O=C(CN1CCN(c2ccccc2O)CC1)Nc1ccc2c(c1)OCCCO2	-4	1	5	-1	x	9	5
O=C(O)c1cccc(Oc2ccc(C(=O)O)c([N+](=O)[O-])c2)c1	-1	0	-3	-2	-8	-12	-3
O=c1ccn(Cc2ccccc2Cl)cc1	21	0	0	x	0	-10	x
C[C@@H]1CN([C@@H](C)CO)C(=O)c2cc(C#CCN(C)C)cnc2O[C@@H]1CN(C)C(=O)c1cccc(F)c1	-18	2	6	-2	4[16.7 µM]	-2	-10
COc1ccc(-c2ccc(-c3cc(=O)oc4cc(OC)c(OC)c(OC)c34)cc2)cc1F	10	-1	12	-2	-7	4	1
COc1ccc(-n2c(SCC(=O)N/N=C(\C)c3cccnc3)nc3ccccc3c2=O)cc1	x	-5	x	-1	-3	x	-2
O=C(NCc1ccc2c(c1)OCO2)c1cccc(Cl)c1	16	5	11	x	2	-9	x
O=C(c1ccccc1F)N1C[C@@H]2[C@H](c3ccccc31)[C@H](CO)N2C(=O)c1ccccc1	-6	-2	-6	-2	10[16.7 µM]	-11	1
COc1ccc(CNC(=O)c2csc(Cc3ccc(OC)cc3)n2)cc1	3	0	3	x	3	-6	x

# Random excerpt: three records from the list
structure	C2C12 statin	Cneo AK release	esBAF inh	SIRT5 block	miR122 inh	ARNT-TACC3 inh	ERp5 inh
O=c1ccn(Cc2ccccc2Cl)cc1	21	0	0	x	0	-10	x
COc1ccc(-n2c(SCC(=O)N/N=C(\C)c3cccnc3)nc3ccccc3c2=O)cc1	x	-5	x	-1	-3	x	-2
CCc1ccc(OCc2nnc(SCC(=O)N3CCOCC3)o2)cc1	x	x	x	-2	x	-2	1

# Next section
structure	C2C12 statin	Cneo AK release	esBAF inh	SIRT5 block	miR122 inh	ARNT-TACC3 inh	ERp5 inh
CCc1nnc(NC(=O)C2CC(=O)N(Cc3ccco3)C2)s1 (stereo unspecified)	7	-1	-3	x	-4	3	x
CCn1c(CNC(=O)C2CCCCC2)cc2ccccc21	-10	0	8	0	-2	1	0
CC(c1ccccc1)N1C(=O)OC(C)(C)C1(C)O (stereo unspecified)	8	4	4	2	x	-2	1
O=C(CCS(=O)(=O)Cc1cccc(Cl)c1)NCCc1ccccc1	6	2	0	-5	-5	-11	2
COc1ccc(NC(=O)Nc2ccc3c(c2)C(=O)N([C@@H](C)CO)C[C@H](C)[C@H](CN(C)Cc2ccc(Oc4ccccc4)cc2)O3)cc1	-48	-5	4	0	-2[16.7 µM]	5	-6
CN(C)C(=O)C[C@H]1CC[C@H]2[C@@H](COC[C@H](O)CN2C(=O)C2CC2)O1	14	-2	3	5	-3[16.7 µM]	4	0
Cc1ccc(S(=O)(=O)N2CCN(C(=O)COC(=O)COc3ccccc3)CC2)cc1	14	-1	4	x	1	6	x
CN1CCN(NC(=O)c2ccc(Cl)c([N+](=O)[O-])c2)CC1	9	7	0	x	-6	-1	x
CCCCN(C)CCNC(=O)CN1C(=O)CSc2ccc(S(=O)(=O)N3CCOCC3)cc21	-4	0	-8	-2	-5	-2	4
CC1CCN(Cc2nnnn2-c2ccc(Cl)cc2)CC1	4	-2	-3	x	3	-2	x
COc1ccc(NC(=O)N(C)C[C@H]2OCCCC[C@H](C)Oc3ccc(NC(=O)c4ccccc4)cc3C(=O)N([C@@H](C)CO)C[C@@H]2C)cc1	x	-11	-1	8	11[16.7 µM]	-6	-3
CN(C)CC(=O)Nc1ccc2c(c1)[C@@H]1C[C@@H](CC(=O)NCc3cc(F)ccc3F)O[C@H](CO)[C@@H]1O2	-1	-3	0	1	8[16.7 µM]	8	1
CCOC(=O)Cn1nc(NC(=O)c2cc(OC)cc(OC)c2)cc1C	-2	1	-2	0	x	32	3
COC(C(=O)Nc1ccccc1C(=O)N1CCOCC1)c1ccccc1 (stereo unspecified)	1	0	1	0	-8	0	0
COc1ccc(CC(=O)OCC(=O)Nc2ccc(F)cc2)cc1	8	21	x	-3	x	-4	0

# Continued.
structure	C2C12 statin	Cneo AK release	esBAF inh	SIRT5 block	miR122 inh	ARNT-TACC3 inh	ERp5 inh
CCCCCCP(=O)(O)c1ccccc1	-9	-2	-7	x	7	-2	x
COc1ccc(Nc2nc3ccccc3n3cnnc23)cc1	-4	-6	-6	x	6	0	x
O=C(C[n+]1ccccc1)Nc1nc2ccccc2s1	16	-2	37	x	0	-3	x
CCCNC(=O)Nc1ccc2c(c1)OC[C@@H](C)N(C(=O)c1ccccc1F)C[C@H](C)[C@H](OC)CN(C)C2=O	-15	7	4	1	x	-10	4
Cn1cccc1CNCC(O)c1ccccc1 (stereo unspecified)	12	1	-3	-2	-3	-5	-1
CC(C)C[C@H](NC(=O)N1CCn2c1nc1ccccc12)C(=O)NCc1ccc2c(c1)OCO2	23	2	-1	2	-4	4	6
Cc1cc(C)n2nc(C(=O)Oc3ccc4c(c3)OCO4)nc2n1	10	-1	-5	x	-8	-5	x
CCc1nc2ccccc2c(C(=O)OCC(=O)Nc2cccc(S(=O)(=O)NC3=NCCCCC3)c2)c1C	-18	-1	-19	1	-19	5	0
CC(=O)c1ccccc1OCC(O)Cn1ccnc1 (stereo unspecified)	-3	0	2	-3	-1	9	3
Cc1ccc(-c2ccc3c(c2)O[C@@H](CN(C)Cc2ccccn2)[C@@H](C)CN([C@H](C)CO)S3(=O)=O)cc1	-14	1	-1	8	3[16.7 µM]	6	-1
CCOC(=O)CCCNC(=O)CN1C(=O)NC(c2ccccc2)(c2ccccc2)C1=O	-25	0	-7	-10	-6	-3	0
c1ccc(-c2ccc(-c3cn4c(n3)CCC4)cc2)cc1	-40	-15	-65	x	-7	-1	x
C#CCOCCOCCOCCNc1nc(N2CCN(C(=O)[C@H](CCCN=C(N)N)n3cc(C(N)[C@@H](C)CC)nn3)CC2)nc(N2CCN(C(=O)[C@H](CC(N)=O)n3cc([C@@H](N)C(C)C)nn3)CC2)n1 (stereo partly specified)	0	3	-1	x	-2	14	1
COC(=O)C[C@@H]1C[C@@H]2c3cc(NC(=O)NC4CCCCC4)ccc3O[C@@H]2[C@H](CO)O1	8&-8	-2&2	5&-1	-4&-3	0	-1	-1&-2
C[C@@H]1CN([C@H](C)CO)C(=O)c2cc(C#CC3CCCCC3)cnc2O[C@H]1CN(C)C	15	x	-3	x	-1[16.7 µM]	x	x

# Other entries.
structure	C2C12 statin	Cneo AK release	esBAF inh	SIRT5 block	miR122 inh	ARNT-TACC3 inh	ERp5 inh
c1ccc(Cn2cc(-c3cccnc3)cn2)cc1	-3	7	26	x	-5	0	6
Cc1ccc(-c2csc3ncnc(-n4cnc5ccccc54)c23)cc1	-28	8	-7	2	38	-1	-1
CCC1C(=O)N=C(SCC(=O)Nc2ccc(Br)cn2)NC1=O (stereo unspecified)	19	x	-3	-1	0	4	1
COc1ccc(S(=O)(=O)N2CCCCCC2)cc1C(=O)N(C)Cc1cccs1	1	1	-4	-3	27	-4	-1
O=C(C[C@@H]1CC[C@H]2[C@@H](COC[C@@H](O)CN2Cc2cccc(Cl)c2)O1)NCC1CCCCC1	u	0	7	1	-5[16.7 µM]	-7	-3
COc1ccc(NC(=O)c2cc(-c3ccc(C)cc3)on2)cc1OC	0	-3	-9	0	-2	x	1
CN(CC(=O)O/N=C(\N)c1ccccn1)S(=O)(=O)c1ccc(Br)cc1	7	0	-3	x	4	11	x
CC(CCc1ccccc1)NC(=O)CCNC(=O)Cn1ccc2ccccc2c1=O (stereo unspecified)	x	x	x	-5	x	1	-4
O=C(COC(=O)c1ccccc1-n1cnnn1)c1ccc(Br)cc1	-3	-1	-20	-2	9	5	3
Cn1c(=O)c2c(nc(NCc3ccccc3)n2C)n(C)c1=O	4	-1	3	x	4	0	x
Cc1cccc(C)c1NC(=O)CSc1nnnn1C	1	-5	-1	x	-7	-6	x
O=C(Nc1cc(F)ccc1F)N1C[C@H]2[C@@H](c3ccccc31)[C@H](CO)N2Cc1ccncc1	9	1	-1	0	21[16.7 µM]	8	2
Cn1cnc(S(=O)(=O)N2CCCCC2c2cc(C(=O)Nc3cccc(C#N)c3)no2)c1 (stereo unspecified)	-15	0	7	x	-3	x	6
Cc1ccc(C(=O)N(Cc2nc(-c3ccc(C)cc3)no2)C(C)C)cc1	-5	0	3	17*	1	x	3
COc1cc2ccc(C(C)=NNC(N)=S)cc2cc1OC	x	6	x	-2	x	x	0

# New compounds follow
structure	C2C12 statin	Cneo AK release	esBAF inh	SIRT5 block	miR122 inh	ARNT-TACC3 inh	ERp5 inh
Cc1cc(C)n(-c2ccc(Cl)c(C(=O)OCC(N)=O)n2)n1	5	-1	-1	x	x	-8	x
Cc1cc(C)n2c(SCc3ccc(Cl)cc3Cl)nnc2n1	9	1	-2	x	2	-28	x
CCN(CC(=O)Nc1ccccc1OC)C(=O)CN1C(=O)NC(C)(c2ccc3ccccc3c2)C1=O (stereo unspecified)	-6	2	-7	-4	-7	7	-4
O=C(NC1CCS(=O)(=O)C1)c1cccc(S(=O)(=O)N2CCCCC2)c1 (stereo unspecified)	x	-2	x	x	-2	1	x
COc1ccc(N(CC(=O)N2CCN(c3ccc(Cl)cc3)CC2)S(=O)(=O)c2c(C)n[nH]c2C)cc1	x	-3	x	2	x	-1	2
CN(C)C(=O)C12CCC(C)(c3nc4ccccc4nc31)C2(C)C (stereo unspecified)	-2	-8	-1	x	3	7	x
O=C(NC1CC1)c1ccc(-c2ccc3nccn3c2)cc1	-8	-1	8	x	0	x	-10
O=C(C[C@H]1CC[C@H]2[C@@H](COC[C@@H](O)CN2S(=O)(=O)c2ccccc2Cl)O1)N1CCC(Cc2ccccc2)CC1	16	5	2	2	-6[16.7 µM]	13	0
O=C(NCCCn1ccnc1)c1cc(C(=O)C2CCCCC2)c[nH]1	x	x	x	-2	x	1	-5
NS(=O)(=O)c1ccc(CNC(=O)c2cc(-c3cccnc3)nc3ccc(Br)cc23)cc1	x	3	x	0	-9	x	11
CCCc1c(NC(=O)Nc2ccc(Cl)cc2Cl)cnn1-c1ccccc1	x	1	x	-3	-3	-13	7
CN1CCN(C(=O)C[C@H]2CC[C@H]3[C@@H](COC[C@H](O)CN3C(=O)C3CCOCC3)O2)CC1	18	2	-2	1	1[16.7 µM]	-9	0
CCCn1c(N)c(C(=O)CSc2n[nH]c(-c3ccc(C)cc3)n2)c(=O)[nH]c1=O	-11	1	-3	-4	x	-1	-1
COc1ccc(NC(=O)N(C)C[C@@H]2Oc3ccc(NC(=O)Nc4ccc5c(c4)OCO5)cc3CC(=O)N([C@H](C)CO)C[C@H]2C)cc1	16	-4	5	x	0[16.7 µM]	2	x
Cc1ccc(S(=O)(=O)N(CC(O)CN2C(=O)NC(C)(C)C2=O)c2cccc([N+](=O)[O-])c2)cc1 (stereo unspecified)	x	-1	x	-6	-5	3	0
CCOC(=O)c1c(NC(=O)COC(=O)c2nc(Cl)ccc2Cl)sc2c1CCC2	x	x	x	0	x	-9	-3
